Bioassay records: PubChem, several laboratories
AID2073 = inhibitors of Mint1-CaV2.2 protein interaction, biochemical, HTRF (AID 2073). HTRF protein-protein interaction, Mint1-CaV2.2; higher % means a stronger effect. actives 0.19% (n = 290,000). one-dose inhibition, % at 20 µM; IC50 in µM for titrated hits; in the data active = inhibition mostly above about 51%, no sharp cut-off; inconclusive = no clear call, values can overlap the other calls; inactive = mostly below about 53%; also: some results filed as inactive read as strong as hits
NS5 inhibitors = flavivirus cap methylation enzyme inhibition – biochemical, confirmation dose response, primary screen (AID 588689) | Dengue-2 NS5 methyltransferase capping enzyme assay, biochemical; higher % means a stronger effect | actives 0.3% (n = 340,000) | one-dose inhibition, % at 25 µM; IC50 in µM for titrated hits; in the data active = a potency from the dose series; inconclusive = inhibition above about 29% without an active follow-up result
HEK293 NOD2/NF-kB = NOD2 signaling inhibitors, cell-based, luminescence, uHTS, HEK293 (AID 1566); actives 0.63% (n = 290,000); inhibition, % at 4 µM; hits with a dose series show EC50 in µM; HEK293 NOD2/NF-kB luciferase reporter, luminescence; higher % means a stronger effect; also: many of its hits are not listed in these tables
KOR beta-arrestin-1 = KOR agonists, beta-arrestin recruitment, primary screen, cell-based, luminescence, uHTS (AID 1777) | KOR beta-arrestin recruitment, luminescence; higher % means a stronger effect | activation, % at 10 µM; hits with a dose series show EC50 in µM | actives 0.02% (n = 280,000); in the data active = activation above about 50%, passing the limit was not always enough; also: a part of the inactive calls stands beside numbers as strong as those of hits
HIV fusion peptide = cell-free HIV fusion peptide-binding blockers – biochemical, uHTS, fluorescence dequenching, primary screen (AID 1986). cell-free peptide binding, fluorescence dequenching, 30 min; higher % means a stronger effect. inhibition, % at 20 µM, or IC50 in µM where a hit was titrated. actives 0.3% (n = 290,000); in the data active = inhibition mostly above about 52%, no sharp cut-off; inactive = mostly below about 76%; also: some results filed as inactive read as strong as hits
NOD1 NF-kB reporter = inhibition of NOD1-driven NF-kB reporter – cell-based, luminescence, uHTS, primary screen (AID 1578). NOD1-driven NF-kB luciferase reporter cells, luminescence; higher % means a stronger effect. one-dose inhibition, % at 4 µM; EC50 in µM for titrated hits. actives 1% (n = 290,000); in the data active = inhibition mostly above about 36%, no sharp cut-off; inactive = mostly below about 34%;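 also: HEK-293T reporter cells stimulated with the NOD1 agonist gamma-tri-DAP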
KOR beta-arrestin-2 = kappa opioid receptor blockers – cell-based, luminescence, uHTS (AID 1778). inhibition, % at 10 µM; hits with a dose series show IC50 in µM. KOR beta-arrestin recruitment, luminescence, antagonist mode; higher % means a stronger effect. actives 0.091% (n = 290,000); also: strong numbers were not always called active
Yfh1-depleted yeast = mitochondrial function rescue without frataxin homolog – Friedreich's ataxia, plus single-dose screen, dose response (AID 1465); S. cerevisiae Yfh1-off respiration, WST-1 reduction, 72 h; higher fold induction means a stronger effect; fold induction at 50 µM, or EC50 in µM where a hit was titrated; actives 0.074% (n = 220,000);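 active = fold induction of absorbance versus untreated yeast above a set limit, then at least 30% activation at any dose in follow-up; inconclusive = repeats straddling the limit, or above it without dose testing; inactive = fold induction below the set limit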;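 also: activators that raise dye reduction in frataxin-depleted yeast; strong numbers were not always called active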
West Nile antiviral = inhibition of WNV-induced cytopathic effect – cell-based, CPE readout (AID 1621); actives 0.02% (n = 290,000); CPE inhibition, % at 10 µM, or IC50 in µM where a hit was titrated; West Nile virus-infected cells, CPE inhibition; higher % means a stronger effect; in the data active = a potency from the dose series; inconclusive = CPE inhibition mostly from about 3.7% at the one dose, without a potency; inactive = the rest, 99 in 100 with CPE inhibition below about 2.2%; also: strong numbers were not always called active
NS5 inhibitors pilot replicate = recorded beside NS5 inhibitors, whose call it bears; inhibition, %; measured here: pilot screen replicate inhibition
* hit, by the source's call; i = inactive; ? = inconclusive; · = no result given; [ ] = another dose, or the depositor's remark. Rule as the data show it, unless noted: active = inhibition above about 50%; inactive = the rest.

SMILES	AID2073	NS5 inhibitors	HEK293 NOD2/NF-kB	KOR beta-arrestin-1	HIV fusion peptide	NOD1 NF-kB reporter	KOR beta-arrestin-2	Yfh1-depleted yeast	West Nile antiviral	others
CC1(C)OC(=O)C(=CNNc2c(Cl)cc(Cl)cc2Cl)C(=O)O1	23.2%	-5.4%	-16.7%	-0.8%	-0.3%	-0.6%	9.8%	i	-0.8%
COc1ccc(C(C(=O)NC2CCCCC2)N(C(=O)Cc2c[nH]c3ccccc23)c2ccccc2C)cc1OC (configuration not stated)	9.0%	1.5%	4.2%	2.4%	-3.0%	-45.1%	20.5%	i	-1.9%
O=c1cc2ncc(-c3[nH]ncc3[N+](=O)[O-])cn2[nH]1	-1.8%	11.1%	-11.0%	0.1%	-2.8%	6.2%	13.8%	i	0.5%
O=C(CSc1nnc(-c2ccco2)o1)c1ccc(F)c(F)c1	21.0%	-8.2%	15.5%	-1.9%	-2.9%	-10.7%	5.4%	i	-0.1%	NS5 inhibitors pilot replicate=-3.6
Cn1c(=O)c2c(nc3n2CCCN3CCc2ccccc2)n(C)c1=O	3.2%	-5.4%	19.6%	6.6%	-0.3%	11.2%	-56.1%	·	0.6%
COc1cc(/C=C2\SC(=S)N(CCC(=O)N3CCN(C)CC3)C2=O)cc(OC)c1OC	-8.4%	-7.1%	10.4%	0.3%	-1.1%	14.5%	-20.7%	·	?
CCOc1ccc(C2CC(c3cccc(Cl)c3)n3nc(N)nc3N2)cc1 (configuration not stated)	4.0%	-5.8%	7.8%	-4.6%	-1.1%	-13.4%	27.7%	i	-0.9%
Cc1ccc(CCNC(=O)C2CCC(=O)N2Cc2ccc(F)cc2)cc1 (configuration not stated)	-3.6%	-6.1%	4.9%	-0.4%	0.5%	-11.9%	6.4%	·	-0.7%
N#CN=C(c1ccccc1)c1ccccc1	10.0%	-4.1%	-13.5%	6.2%	-0.6%	-20.8%	3.3%	·	-0.1%
OCCCNc1cc(-c2ccccc2)nc2cc(-c3ccc(F)cc3)nn12	23.6%	-6.4%	-123.3%	·	-1.7%	9.1%	3.7%[20 µM]	·	-0.6%
C=CCOC(=O)/C(=C/c1cccc2ccccc12)NC(=O)c1ccccc1	4.1%	2.6%	-86.8%	5.7%	-2.3%	-8.9%	-19.4%	i	-0.8%
CCN(CC(=O)Nc1cc(Cl)ccc1C)C(=O)COc1ccccc1F	-1.1%	-3.1%	8.7%	-5.3%	1.2%	-32.0%	-11.1%	i	·
Oc1c(C(Nc2cccc(C(F)(F)F)c2)c2cccnc2)ccc2cccnc12 (configuration not stated)	1.1%	-2.9%	-5.9%	13.5%	0.2%	-31.1%	25.1%	i	?
CCOc1ccccc1CNC(c1ccccc1)c1ccccc1	-2.5%	-2.3%	3.7%	-1.4%	0.5%	-16.2%	7.6%[20 µM]	·	-1.1%
COc1ccc(N/C(N)=N/c2nc(C)cc(C)n2)c(OC)c1	1.6%	·	5.7%	·	-0.6%	-19.3%	-9.2%[20 µM]	i	-1.1%
CCCC(=O)Nc1cccc(Oc2ccc3c(c2)C(=O)NC3=O)c1	-3.9%	-5.9%	-2.0%	-0.8%	-1.5%	-29.7%	-27.3%[20 µM]	·	-0.5%	NS5 inhibitors pilot replicate=-2.1
COc1ccc(-n2c(C)nn(C)c2=O)cc1	-3.1%	-4.1%	21.4%	-1.0%	3.0%	-13.1%	15.9%	i	-0.5%	NS5 inhibitors pilot replicate=-4.7
CSCC(C)N1CCC(CO)(CCc2ccccc2)CC1 (configuration not stated)	9.9%	-0.8%	5.4%	-0.6%	-0.3%	-2.0%	-1.0%	i	-0.3%
Cc1onc(-c2c(F)cccc2Cl)c1C(=O)Nc1nccs1	-3.9%	-10.0%	10.1%	-1.1%	1.4%	-30.9%	-19.2%	i	-0.7%
CC(=O)c1cccc(CN2CCC(n3nccc3NC(=O)c3ccc4c(c3)OCO4)CC2)c1	12.4%	-3.2%	12.2%	-2.5%	0.4%	-1.6%	16.7%	·	-0.6%
CCCOc1ccc(-c2cc(C(=O)NCC3CCCO3)c3ccccc3n2)cc1 (configuration not stated)	26.8%	-4.6%	-16.4%	-0.3%	2.7%	-37.1%	21.6%	i	-0.5%
C[n+]1ccc(/C=C/c2cccs2)cc1	-20.5%	-8.7%	-2.6%	0.5%	-3.1%	-13.2%	9.8%	i	-0.5%
Cc1ccc(NC(=O)CN(C)C(=O)Cn2ncc(Cl)c(Cl)c2=O)cc1	10.4%	-3.2%	35.8%	-4.2%	1.5%	52.1%	33.3%	i	-1.4%
COc1ccc(S(=O)(=O)N(C)c2ccc(C(=O)NCc3ccccn3)cc2)cc1OC	-4.9%	-0.3%	5.6%	3.3%	-1.4%	-20.3%	4.2%	·	-0.7%
CCCSc1nc(N)c(C#N)c(-c2ccc(C)cc2)c1C#N	26.7%	·	-6.9%	1.7%	1.0%	-49.8%	-19.5%	i	0.0%

(more compounds)
SMILES	AID2073	NS5 inhibitors	HEK293 NOD2/NF-kB	KOR beta-arrestin-1	HIV fusion peptide	NOD1 NF-kB reporter	KOR beta-arrestin-2	Yfh1-depleted yeast	West Nile antiviral	others
Cc1cc(C)n2nc(Nc3ccccc3)cc2n1	7.4%	-1.4%	-26.0%	0.1%	0.1%	-37.4%	-12.6%	i	1.1%
COc1ccc(Br)cc1CN(C)CC(=O)NCc1ccc(F)cc1	-3.1%	0.0%	24.4%	2.5%	1.4%	3.9%	-17.7%	·	-1.1%
CCOC(=O)c1nn(-c2ccccc2)c(=O)cc1SC(C)CC (configuration not stated)	-4.6%	0.7%	8.7%	2.6%	-0.4%	-34.2%	-19.3%	i	-0.6%
Cc1ccc(-n2c(=O)cc(N3CC(C)CC(C)C3)[nH]c2=O)cc1 (configuration not stated)	11.5%	-16.9%	4.2%	-1.7%	14.3%	5.7%	-14.7%	i	-0.2%
Cc1nc(SCC(=O)NCc2ccccc2)c2c(=O)n(C)c(=O)n(C)c2n1	-3.3%	0.0%	2.3%	-3.3%	0.7%	-0.5%	-10.7%	i	-0.2%
Fc1cccc(NC(=S)Nc2ccc(Br)cc2)c1	-18.6%	-4.9%	-22.2%	3.2%	-1.2%	9.3%	4.4%	i	0.1%
CCOc1ccc(Cl)cc1CNc1nnnn1CC	16.1%	5.8%	7.0%	-1.4%	0.6%	-15.3%	-19.9%[20 µM]	·	-0.7%
O=c1[nH]c2ccccc2c2nc(-c3cccc(S(=O)(=O)N4CCCC4)c3)nn12	26.3%	-3.0%	18.7%	2.5%	-0.8%	-8.2%	-1.4%	i	0.0%
Cn1c(SCC(=O)NC2CCCC2)nnc1-c1ccc(S(=O)(=O)N2CCOCC2)cc1	-1.4%	-10.6%	0.8%	-1.4%	-1.3%	8.5%	-14.2%	i	-0.1%
Cc1ccc(CCNC(=O)C2CCN(S(=O)(=O)c3cccc4nonc34)CC2)cc1	9.3%	-12.3%	-8.7%	-5.7%	20.8%	-23.2%	-2.4%	i	0.2%
COc1ccc(OC)c(C2=NS(=O)(=O)N(C)C(C(=O)Nc3ccc(F)cc3F)=C2)c1	8.6%	-6.3%	23.7%	-2.9%	0.9%	20.6%	7.8%	·	-0.6%
Cc1ccc(N=Nc2c(N)[nH]n3c(=O)cc(-c4ccccc4)nc23)cc1	-3.7%	69.2%	13.6%	1.3%	19.5%	76.0%*	-37.6%	i	0.6%
COC(=O)C(Nc1ccccc1Cl)(c1cc(C)c(O)c(C)c1)C(F)(F)F (configuration not stated)	5.3%	4.3%	-10.8%	-0.9%	-2.3%	-7.9%	-20.2%	i	-0.1%
Cc1nc2ccccn2c1C(=O)NC1CCCCC1	-3.4%	-0.7%	-3.8%	6.2%	-1.7%	24.5%	46.6%	i	-0.3%
COc1cccc(-c2nn(-c3ccccc3)cc2CN(C)Cc2ccon2)c1	9.9%	10.6%	17.4%	4.8%	-0.7%	-16.6%	2.8%	i	-0.4%
Cc1ccc(-c2cn(S(=O)(=O)c3ccc(C)cc3)nc2N)cc1	6.6%	-15.2%	15.0%	-4.6%	-0.1%	20.5%	12.6%	i	-0.2%
O=C(CCSCc1ccccc1)Nc1ccc2c(c1)OCCO2	25.0%	-9.9%	-80.8%	0.3%	0.2%	-32.0%	-2.7%	i	-0.8%
O=C(CN1C(=O)c2ccccc2C1=O)NCC(=O)OCC(=O)c1ccc(Cl)cc1	3.9%	1.5%	-0.3%	1.5%	-1.2%	-20.3%	17.4%	i	0.4%
COc1ccc(-c2coc3cc(OC4OC(CO)C(O)C(O)C4O)ccc3c2=O)cc1 (configuration not stated)	30.1%	-6.5%	-12.2%	-3.1%	0.2%	-17.8%	9.1%	·	0.0%
COc1ccc(C(=O)NCCc2nnc3ccc(SCC(=O)NCCc4ccc(OC)c(OC)c4)nn23)cc1	-7.6%	10.5%	-13.0%	-3.9%	1.3%	-32.6%	2.8%	·	-0.1%
Cc1ccc(/C=C2/NC(=O)N(Cc3ccc(Br)cc3)C2=O)o1	17.3%	-5.1%	-6.2%	8.4%	28.2%	-24.9%	17.0%	i	-1.1%
CC(Oc1ccc(Cl)cc1)c1ccnn1S(C)(=O)=O (configuration not stated)	-3.5%	-1.6%	-2.7%	1.1%	6.9%	-6.2%	-1.9%	i	-0.4%
CN(C)c1ccc(/C=N/NC(=O)CCc2c[nH]c3ccccc23)cc1	-6.3%	2.7%	0.1%	-1.5%	-0.3%	-44.5%	-10.7%	i	-0.9%
O=C(CSc1ccc(-c2cccnc2)nn1)Nc1ccc(F)cc1F	23.7%	-1.9%	6.3%	6.5%	0.6%	-23.8%	-21.7%	·	-0.7%
Cc1cnc(C(=O)Nc2cccc(S(=O)(=O)N(C)C)c2)cn1	5.5%	-6.5%	13.6%	-1.7%	-0.7%	-9.6%	11.4%	i	-0.1%
Cc1ccc(S(=O)(=O)NCc2ccc(C(=O)N3CCN(c4ccccn4)CC3)cc2)cc1	2.7%	-4.8%	-4.3%	-0.5%	-0.5%	-16.2%	-1.3%	i	-0.7%
COc1ccccc1NC(=O)CSC1=NC(=O)C(NC(C)=O)C(=O)N1 (configuration not stated)	36.6%	0.0%	13.0%	-1.9%	-1.1%	-6.1%	-2.4%	i	0.0%
CCN1CCN(Cc2c(OC)ccc3ccccc23)CC1	9.2%	-2.4%	-0.7%	-4.0%	1.5%	-14.6%	-8.9%	i	0.8%

Pulled by compound from the list above:
SMILES	AID2073	NS5 inhibitors	HEK293 NOD2/NF-kB	KOR beta-arrestin-1	HIV fusion peptide	NOD1 NF-kB reporter	KOR beta-arrestin-2	Yfh1-depleted yeast	West Nile antiviral	others
Cc1ccc(-c2cn(S(=O)(=O)c3ccc(C)cc3)nc2N)cc1	6.6%	-15.2%	15.0%	-4.6%	-0.1%	20.5%	12.6%	i	-0.2%
COc1ccc(OC)c(C2=NS(=O)(=O)N(C)C(C(=O)Nc3ccc(F)cc3F)=C2)c1	8.6%	-6.3%	23.7%	-2.9%	0.9%	20.6%	7.8%	·	-0.6%
CC(Oc1ccc(Cl)cc1)c1ccnn1S(C)(=O)=O (configuration not stated)	-3.5%	-1.6%	-2.7%	1.1%	6.9%	-6.2%	-1.9%	i	-0.4%
CN(C)c1ccc(/C=N/NC(=O)CCc2c[nH]c3ccccc23)cc1	-6.3%	2.7%	0.1%	-1.5%	-0.3%	-44.5%	-10.7%	i	-0.9%

An excerpt, so the mix of outcomes need not match the whole.
